Source: PubChem (The Scripps Research Institute Molecular Screening Center)
OX1R antag-1 – antagonists of human orexin 1 receptor (OX1R); Orexin/Hypocretin receptor type 1 (Homo sapiens), O43613; OX1R-expressing cells, FRET antagonist read-out; inhibition, % at 6.6 µM; 1.8% of 330,000 active; AID 485270, 2010; in the data active = inhibition mostly above about 38%, no sharp cut-off; inactive = mostly below about 40%;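 note: 0% = agonist challenge alone and 100% = reference antagonist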
Target sequence (O43613 whole entry, looked up): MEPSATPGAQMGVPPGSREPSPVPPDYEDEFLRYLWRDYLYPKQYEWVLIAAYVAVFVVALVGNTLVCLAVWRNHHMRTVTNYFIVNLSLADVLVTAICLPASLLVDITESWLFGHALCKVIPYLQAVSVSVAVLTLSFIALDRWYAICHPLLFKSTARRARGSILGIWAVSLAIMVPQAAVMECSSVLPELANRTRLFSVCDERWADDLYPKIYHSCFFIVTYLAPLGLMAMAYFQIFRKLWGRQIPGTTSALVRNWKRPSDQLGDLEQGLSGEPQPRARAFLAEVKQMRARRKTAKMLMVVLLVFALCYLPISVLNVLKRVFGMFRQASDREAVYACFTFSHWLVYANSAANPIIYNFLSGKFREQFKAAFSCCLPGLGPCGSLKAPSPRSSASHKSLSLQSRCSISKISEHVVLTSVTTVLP
OX1R antag-2 – OX1R (HCRTR1) antagonists, primary screen, fluorescence, CHO/OX1R cells, Fluo-8 calcium, orexin A | Fluo-8 calcium fluorescence | inhibition, % at 5 µM | 0.43% of 330,000 active | AID 434989, 2010;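 active = inhibition above its plate's threshold, mean inhibition of all tested compounds on the plate plus 3 SD, cut at about 37% in these data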;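 note: 0% = orexin A challenge wells and 100% = SB-334867-A antagonist wells; not every result past the cut was called active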
An asterisk follows results filed as active. This is a random part of the collection. About 2% of those tested had a hit in this group.

1) CCOC(=O)/C=C(\C)N1N=C(c2ccccc2)CC1c1ccccc1 (stereo unspecified)
2) CCSc1nnc(NC(=O)CCc2ccccc2)s1
3) O=C(Nc1ccc2oc(-c3ccncc3)nc2c1)c1c(F)c(F)c(F)c(F)c1F
4) COCCCNC(=O)/C(=C\c1cccn1C)NC(=O)c1cccs1
5) Cc1cc(NC(=O)CSc2ncn[nH]2)no1
6) N#Cc1ccsc1NC(=O)c1cnccn1
7) O=C(c1ccccc1)N1CCN(CC(O)COc2cccc3ccccc23)CC1 (stereo unspecified)
8) Cc1cc(=O)c(C(=O)O)cn1Nc1ccc(Cl)cc1

Screen / compound no.,1,2,3,4,5,6,7,8
OX1R antag-1,3,0,20,19,6,13,4,9
OX1R antag-2,-28,-3,-2,4,1,14,-21,-3

9) COc1ccc(-c2nc3ccccn3c2CN2CCN(c3ccccc3F)CC2)cc1
10) COCCn1c(SCC(=O)Nc2ccc(F)cc2)nc2ccccc2c1=O
11) CC(C)(C)SCCNC(=O)CSc1ccccc1
12) COc1ccc(C(CC(=O)c2ccc(C)cc2)C(C#N)C#N)cc1OC (stereo unspecified)
13) CC(C)c1csc(CN2CCC(CCC(=O)NCC3CCCO3)CC2)n1 (stereo unspecified)
14) O=C(N/N=C/c1cccc(O)c1)N/N=C/c1cccc(O)c1
15) O=C(C[C@@H]1C/C=C\CCC(=O)O[C@H](c2ccccc2)CNC1=O)N[C@H](CO)Cc1ccccc1
16) Cc1nn(C)c(C(=O)NNC(=S)NCc2ccco2)c1Cl

Screen / compound no.,9,10,11,12,13,14,15,16
OX1R antag-1,11,20,-3,48,3,2,-2,16
OX1R antag-2,-34,-25,-3,-37,-2,11,1,-6

17) Cc1ccc(C)c(OCCC(=O)Nc2cccc(S(=O)(=O)N3CCCC3)c2)c1
18) Cc1sc(NC(=O)c2ccco2)c(C(=O)c2ccc(Cl)cc2)c1C
19) O=C(Cc1ccc(Cl)cc1)Nc1ccc2oc(=O)ccc2c1
20) CCOC(=O)C1CCN(c2c(C(=O)c3ccccc3)cnc3ccc(CC)cc23)CC1
21) CCCCNC(=O)N1CCN(Cc2cccc(F)c2)CC1
22) Cc1ccccc1OCCSc1nc2ncnc(N)c2[nH]1
23) COCCNCCOCCOc1cccc(OC)c1
24) CN(C)S(=O)(=O)c1cccc(C(=O)OCC(=O)Nc2ccccc2OC(F)F)c1

Screen / compound no.,17,18,19,20,21,22,23,24
OX1R antag-1,17,13,16,8,4,23,10,15
OX1R antag-2,-28,-28,-12,-49,6,-7,-13,-20

25) CC(=O)Nc1cccc(-c2cc(-c3c(Cl)cccc3Cl)no2)c1
26) CC1(C)C[C@H]2C3=CCC4[C@@]5(C)CC[C@H](O)[C@](C)(CO)C5CC[C@@]4(C)[C@]3(C)CC[C@@]2(C)[C@H](O)[C@@H]1O (stereo partly specified)
27) Cc1cccc(C)c1NC(=O)CSc1nnc(-c2ccoc2C)n1C
28) CC(=O)Nc1cc(NC(C)=O)cc(C(=O)OCC(=O)Nc2ccc(S(=O)(=O)NC3=NCCCCC3)cc2)c1
29) Cc1ccccc1S(=O)(=O)Cc1ccc(C(=O)NC2CC2)o1
30) CC1=C(C(=O)Nc2ccccc2F)C(c2cccs2)C2=C(CCCC2=O)N1 (stereo unspecified)
31) Nc1nc(SCC(=O)N2CCCC2)[nH]c(=O)c1NC(=O)c1ccco1
32) C[C@H](OC(=O)NCc1ccc(C(F)(F)F)cc1)[C@@H]1O[C@@]2(C)CCC[C@@H]1O2

Screen / compound no.,25,26,27,28,29,30,31,32
OX1R antag-1,12,5,10,10,7,11,-3,7
OX1R antag-2,-9,-5,-16,0,1,-13,-13,-8

33) CCOC(=O)C1CCCN(C(=O)C(=O)c2cn(CC(=O)N3CCOCC3)c3ccccc23)C1 (stereo unspecified)
34) Cc1c(NC(=O)Cn2nc(C(=O)O)c3ccccc3c2=O)c(=O)n(-c2ccccc2)n1C
35) Cc1ccc(C(=O)c2ccccc2C(=O)O)s1
36) CCN(CC)C(=O)CSc1nnc([C@H](Cc2c[nH]c3ccccc23)NC(=O)OC(C)(C)C)o1
37) C#CCOC(=O)C[N+](C)(C)CC#Cc1ccccc1
38) Cn1nc(C(F)(F)F)cc1Oc1ncc(C(F)(F)F)cc1Cl
39) CSCCC(NS(=O)(=O)c1ccccc1F)C(=O)Nc1ccncc1 (stereo unspecified)
40) CC(=O)NC(CCS(C)(=O)=O)C(=O)Nc1c(F)cccc1F (stereo unspecified)

Screen / compound no.,33,34,35,36,37,38,39,40
OX1R antag-1,13,4,28,21,9,4,4,8
OX1R antag-2,-9,-5,-10,-29,-9,-9,-10,9

41) C=CCOc1ccc(/C=C/C(=O)OCC(=O)NC2CCCCCC2)cc1
42) COCC(=O)N[C@@H]1c2cc(OC)c(OC)cc2C[C@H]1OCc1ccccc1
43) COc1cccc2oc3ccc(C#Cc4ccccn4)cc3c(=O)c12
44) c1cncc(-c2cn(C[C@H]3CC[C@@H]([C@@H]4CC[C@H](Cn5cc(-c6cccnc6)nn5)O4)O3)nn2)c1
45) Cc1cc(C)c(C(=O)c2ccc(C(=O)N(C(C)C)C(C)C)cc2)c(C)c1
46) CCOC(=O)c1nnsc1Nc1ccc(C)c(C)c1
47) COc1ccc(OC)c(C(c2nnnn2Cc2ccccc2)N2CCN(C)CC2)c1 (stereo unspecified)
48) Cc1ccc(-c2nn(-c3ccccc3)cc2C(=O)NCCCN2CCCC2=O)cc1

Screen / compound no.,41,42,43,44,45,46,47,48
OX1R antag-1,21,1,85*,12,21,7,40,3
OX1R antag-2,-6,-34,4,-25,-34,-42,-12,-24

49) CCOC(=O)C1(Cc2cccc(Cl)c2)CCCN(C(=O)c2cc(C)n(C)n2)C1 (stereo unspecified)
50) Cc1ccc(Cn2ncc3c(N4CCN(Cc5ccc(Cl)cc5)CC4)ncnc32)cc1
51) Cc1ccccc1C(=O)N1CCC(C(=O)Nc2ccc(S(=O)(=O)N3CCOCC3)cc2)CC1
52) C=CCc1cccc(OC)c1OCCOCCNCCO
53) O=C1c2sc3nc4ccccc4n3c2C(=O)N1c1ccccc1Cl
54) CCN(CC)S(=O)(=O)c1cc(Br)c(C)cc1OC
55) O=C(Cc1ncn[nH]1)NCCc1ccccc1
56) O=C(Cc1ccc2c(c1)CCCC2)Nc1ccccc1Cl

Screen / compound no.,49,50,51,52,53,54,55,56
OX1R antag-1,39,32,0,13,64*,21,5,7
OX1R antag-2,-16,-30,0,-10,-25,-26,-10,-17

57) COc1ccc(-c2ccc(C(C)=O)cc2)cc1[C@H]1[C@@H]2C=CCC[C@@]2(C)C(=O)N1Cc1ccccc1
58) OCCN1CCN(C(=S)Nc2ccc(SC(F)F)cc2)CC1
59) CCCS(=O)(=O)N1CCN(C(=O)c2cccnc2)CC1
60) O=C(CCOc1ccccc1)Nc1ccnn1C1CCN(CCc2ccccc2)CC1
61) COC(=O)c1ccc(NC(=S)N2CCN(Cc3ccccc3)CC2)cc1
62) Cc1ccc(/C=C(\C#N)C(=O)NCc2ccco2)o1
63) COc1ccc(SC[C@H](Cc2ccccc2)N2CC[C@@H](C)CCC2=O)cc1
64) Cc1ccc(C(C(=O)NCc2ccccc2)N(Cc2ccco2)C(=O)c2snc(C(N)=O)c2N)o1 (stereo unspecified)

Screen / compound no.,57,58,59,60,61,62,63,64
OX1R antag-1,29,2,16,7,2,10,10,24
OX1R antag-2,-20,-14,-7,-26,-24,-1,24,-37

65) O=C(CSC(=S)N1CCCC1)N1CCN(S(=O)(=O)c2ccccc2F)CC1
66) O=C(CN1CCN(Cc2ccc3c(c2)OCO3)CC1)Nc1ccc2c(c1)OCO2
67) CCc1nnc(NC(=O)CC(=O)Nc2ccccc2C(=O)O)s1
68) C=CCOC(=O)CCC(=O)Nc1cc(OC)nc(OC)n1
69) O=C(CSc1nnnn1-c1ccc(O)cc1)NC1CCCCC1
70) CCOc1ccc(S(=O)(=O)N(CC(=O)N2CCC(C(N)=O)CC2)c2ccc(F)cc2)cc1
71) O=C(CNC(=O)C1CC(=O)N(c2cccc3ccccc23)C1)Nc1ccccc1Br (stereo unspecified)
72) COc1ccc(OC)c(NC(=O)CCNS(=O)(=O)c2cc(Br)cnc2N)c1

Screen / compound no.,65,66,67,68,69,70,71,72
OX1R antag-1,5,15,6,-2,3,20,3,34
OX1R antag-2,-13,-18,-6,-18,1,-2,-14,-19

73) O=C(O)Cc1ccc(S(=O)(=O)N2CCCC2)s1
74) N#Cc1cccn1-c1nccc(-c2cccs2)n1
75) C=CCC(CC=C)(NC(=O)c1ccccc1C(=O)O)c1ccccc1
76) CCOc1ccc(NC(=O)C(=O)NCCN2CCN(S(=O)(=O)c3ccccc3)CC2)cc1
77) COc1ccc(S(=O)(=O)NCCc2csc(C)n2)cc1C
78) CC(C)(C)c1ccc(N2C(=O)Cc3c2nc(N)c(C#N)c3N)cc1
79) CC(=O)NCc1ccc(S(=O)(=O)NC2CCN(Cc3ccccc3)CC2)cc1
80) COc1ccccc1N1CCN(S(=O)(=O)c2cccs2)CC1

Screen / compound no.,73,74,75,76,77,78,79,80
OX1R antag-1,5,87*,5,24,31,15,4,12
OX1R antag-2,4,-9,-2,-29,-8,-20,-25,-25

no.	SMILES	OX1R antag-1	OX1R antag-2
81	CCc1ccc(S(=O)(=O)Nc2ccc(-c3ccc4nnc(C)n4n3)cc2)s1	9	-2
82	O=C(COC(=O)c1cc([N+](=O)[O-])ccc1N1CCOCC1)NCCc1ccccc1	27	-27
83	CCOC(=O)CSc1nnc(Cn2c(=O)sc3ccccc32)n1C	4	-10
84	CC(=O)Nc1ccc(NC(=O)CSc2nc3nc(C)cc(C)c3c(=O)[nH]2)cc1	-2	12
85	O=C(N/N=C/c1ccc([N+](=O)[O-])o1)C1CC1	127*	-5
86	CCOc1cc(CNCc2ccccn2)cc(Cl)c1OC	23	-19
87	COC(=O)c1ccc(C2Nc3cccc4cccc(c34)N2)cc1	6	-11
88	Cc1cc(C)nc(NC(=O)COc2cc(Cl)cc(Cl)c2)n1	7	-10

no.	SMILES	OX1R antag-1	OX1R antag-2
89	O=C(NC(=S)Nc1ccc(CN2CCCCC2)cc1)c1ccco1	15	-29
90	O=C(COc1ccc2c3c(c(=O)oc2c1)CCCC3)N[C@@H](Cc1ccccc1)C(=O)O	19	-3
91	COc1ccccc1C(=O)COC(=O)Cc1ccccc1F	3	-6
92	CN(C)S(=O)(=O)c1cccc(NC(=O)CO/N=C(\N)c2ccccc2)c1	12	-23
93	Cc1nc2ccc(NC(=O)c3cccs3)cc2c(=O)n1Cc1ccc(Cl)cc1	16	-17
94	O=C(CSc1ccccc1C(=O)O)NCC1CCCCC1	16	-2
95	CCOC(=O)c1cc2sccc2n1CC(=O)Nc1ccc(OC)c(OC)c1	14	-16
96	Cc1ccccc1C(=O)NCC(=O)N1CCN(c2ccccn2)CC1	11	-2

no.	SMILES	OX1R antag-1	OX1R antag-2
97	O=C1[C@H]2[C@@H](/C=C/c3ccccc3)N3C(=O)CN(CCO)C(=O)[C@@]3(Cc3ccccc3)[C@H]2C(=O)N1c1ccccc1	9	-20
98	CN(C)CCN(C(=O)c1ccc(C(=O)c2ccccc2)cc1)c1nc2cc3c(cc2s1)OCO3	32	-5
99	COc1ccc(OC(=O)c2cccc(S(=O)(=O)N3CCCC3)c2)cc1	21	-26
100	NC(=O)c1ccc(-c2nnn(CC(=O)N(C3CCCC3)C3CCS(=O)(=O)C3)n2)cc1 (stereo unspecified)	6	-20
101	COc1ccc(C(=O)Nc2cccnc2)cc1C(=O)Nc1cccnc1	11	-4
102	Cc1ccc(NC(=O)CNc2ccc(OC(C)C)cc2)c(C)c1	14	-23
103	O=C(CCc1nc(-c2ccccc2)no1)NCc1ccccc1CN1CCOCC1	22	-17
104	CCN(CC1COc2ccccc2O1)C(=S)Nc1ccc(F)cc1 (stereo unspecified)	13	-7

no.	SMILES	OX1R antag-1	OX1R antag-2
105	COc1cccc(C(=O)N(Cc2nc(-c3ccc(C)cc3)no2)C(C)C)c1	27	12
106	COc1ccc(NC(=O)c2ccccc2NC(=O)c2ccco2)cc1	12	-13
107	CCO/C(C)=N/n1c2nc3ccccc3nc2c2c(=O)n(CC(C)C)c(C)nc21	73*	-26
108	NC(=O)CSc1nc2ccccc2n1Cc1ccccc1F	5	-27
109	COc1cc(OC)c(C(=O)NNC(=O)CN(C)S(=O)(=O)c2ccc(Cl)cc2)cc1OC	24	-25
110	Cc1ccccc1NC(=O)c1ccc(CN2CC(=O)N3CCCCC3C2=O)cc1 (stereo unspecified)	5	-12
111	CCC(=O)N1CC2(CC(c3cccc(NC(=O)CC(c4ccccc4)c4ccccc4)c3)=NO2)C[C@H]1C(N)=O (stereo partly specified)	10	13
112	CCN(CC)c1ccc(NS(=O)(=O)c2cn(C)c(=O)n(C)c2=O)c(C)c1	31	-15

no.	SMILES	OX1R antag-1	OX1R antag-2
113	CCOc1ccc(CCNC(=O)c2cccs2)cc1OCC	1	-10
114	Cc1cccc(N(C)S(=O)(=O)c2cc3c(cc2C)n(C)c(=O)c(=O)n3C)c1	5	-16
115	Cc1ccccc1NC(=O)Cc1c(O)c2ccccc2[nH]c1=O	3	-12
116	CCC(CO)NC(=O)c1ccc(-c2nn(C)c(=O)c3ccccc23)cc1 (stereo unspecified)	7	-22
117	O=C1NC(=O)/C(=C/c2ccc(O)cc2)S1	32	-13
118	COc1ccc(-n2nc(C(=O)NCC(=O)N3CCC(C(N)=O)CC3)c3ccccc3c2=O)cc1	14	-8
